ALOX12 inh = blocks human arachidonate 12S-lipoxygenase; P18054; purified 12hLO, xylenol orange hydroperoxide absorbance; Potency, µM (doses to about 108 µM), for inactives: top-dose activity change, negative = inhibition, hits mostly inhibitors; 1.1% of 580,000 active; further: potency means the concentration at half of the fitted maximal effect; on the % scale 0 is the no-effect control and ±100 the full control effect
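Purified human 12hLO (150 nM final) in 25 mM Hepes, 0.01% Triton X-100, pH 7.0 was preincubated 15 min at room temperature with compound. Then 40 uM arachidonic acid was added, 30 min. Hydroperoxide was read by Fe-XO absorbance ratio 573/405 nm.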
Pol eta inh = DNA polymerase eta (human) inhibition; Q9Y253; recombinant Pol eta, fluorescent DNA replication assay; Potency, µM (titrated, usually from 114 µM), without a hit: top-dose activity change, negative = inhibition, most hits filed as inhibitors; 1.2% of 390,000 active; further: potency means the concentration at half of the fitted maximal effect; on the % scale 0 is the no-effect control and ±100 the full control effect
Target sequence (Q9Y253 whole entry, looked up): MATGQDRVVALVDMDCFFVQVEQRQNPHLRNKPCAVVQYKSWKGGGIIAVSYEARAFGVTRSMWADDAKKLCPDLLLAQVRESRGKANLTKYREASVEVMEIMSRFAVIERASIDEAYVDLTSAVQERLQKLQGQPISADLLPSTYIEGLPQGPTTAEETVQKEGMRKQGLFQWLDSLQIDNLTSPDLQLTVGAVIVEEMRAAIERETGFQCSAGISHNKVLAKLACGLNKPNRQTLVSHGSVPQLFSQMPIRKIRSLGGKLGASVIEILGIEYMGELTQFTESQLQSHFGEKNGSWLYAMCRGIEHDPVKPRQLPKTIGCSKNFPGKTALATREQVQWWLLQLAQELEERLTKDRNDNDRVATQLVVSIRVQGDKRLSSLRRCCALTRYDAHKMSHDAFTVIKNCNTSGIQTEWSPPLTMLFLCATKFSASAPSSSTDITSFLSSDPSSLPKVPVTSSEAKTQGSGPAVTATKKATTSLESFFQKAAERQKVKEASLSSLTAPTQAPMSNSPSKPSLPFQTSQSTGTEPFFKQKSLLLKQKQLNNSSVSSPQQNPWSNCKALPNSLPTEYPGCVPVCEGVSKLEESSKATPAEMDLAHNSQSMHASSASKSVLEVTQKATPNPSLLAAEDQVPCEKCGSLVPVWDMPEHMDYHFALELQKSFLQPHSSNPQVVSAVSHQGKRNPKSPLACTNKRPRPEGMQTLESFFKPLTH
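Pol eta at 10 nM preincubated with compounds 15 min at room temperature; reaction started with fluorescent substrate (50 nM final) and read kinetically at 0 and 10 min.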
ERG-DNA inh = inhibitors of human ERG Ets domain-DNA interaction. 0.028% of 370,000 active. P11308. fluorescence polarization, His-ERG Ets domain / labelled DNA. Potency, µM (doses to about 76.9 µM), for inactives: top-dose FP activity, negative = inhibition, hits mostly inhibitors; active means well fitted inhibition curve with a large enough effect in the polarisation, with a control signal flat; inconclusive means small, poorly fitted or top-dose-only effect, or effect the other way, or a change in a side signal; inactive means no such curve, though single readings can be large or run the other way; the % refers to the polarisation;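 further: polarization taken with two DNA probes labelled with fluorescein and Texas red; potency means the concentration at half of the fitted maximal effect; % of control where 0% means no effect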
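His-tagged ERG Ets domain (1 uM in the protein solution; 300mM KCl, 50mM Tris-HCl, 1mM EDTA, 1mM DTT, pH 7.5) received compound, then a probe mix of 5 nM fluorescein-DNA and 100nM Texas-615-DNA. Fluorescence polarization was read for both dyes.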
LDHA inh = LDHA (human) enzyme inhibition; 0.15% of 480,000 active; P00338; AID 1347041; activity change, % (values are at about 110 or 230 µM); purified LDHA, NADH/diaphorase-resazurin fluorescence; stronger effect = lower value; in the data active means activity change below about -30%; inconclusive means mostly about -25% to -30%;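 further: plate controls were DMSO wells for no effect and wells without enzyme for full effect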
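Human LDH5 at 2 nM final in Tris HCl pH 7.4 with 0.06 mM NADH and 0.2 mM pyruvate, reacted 5 minutes at room temperature. Remaining NADH coupled via diaphorase/resazurin; resorufin fluorescence read at 0 and 20 minutes, normalized to enzyme-free and DMSO wells.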
Anesthetic bind = candidate novel general anesthetic via apoferritin binding; 0.074% of 350,000 active; P02791; apoferritin/1-aminoanthracene competitive binding, fluorescence; Potency, µM (highest dose often 77.5 µM), for the others: at the highest dose activity change, negative = displacement, most hits filed as inhibitors; further: potency means the concentration at half of the fitted maximal effect; on the % scale 0 is the no-effect control and ±100 the full control effect; nearly all actives have a fitted effect of over 20% in size
Target sequence (P02791 2-175 limits assumed): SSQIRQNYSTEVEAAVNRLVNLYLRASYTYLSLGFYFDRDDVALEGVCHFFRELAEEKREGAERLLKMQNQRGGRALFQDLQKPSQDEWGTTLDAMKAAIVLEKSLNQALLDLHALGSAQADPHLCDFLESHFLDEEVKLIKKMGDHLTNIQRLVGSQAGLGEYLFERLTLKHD
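Horse-spleen apoferritin (10 uM) was mixed with 50% saturated 1-aminoanthracene in PBS, exposed to compounds for 10 min at room temperature, and read for fluorescence (ex 380 nm, em 535 nm). Competitive displacement was fitted with a four-parameter Hill equation.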
RGS4 inhibitor = inhibitors of human regulator of G protein signaling 4 | P49798 | Transcreener GDP fluorescence polarization, RGS4-accelerated GTP hydrolysis | Potency, µM (top dose mostly 114 µM), for inactives: at the highest dose activity change, negative = inhibition, usual class: inhibitors | 0.039% of 390,000 active; further: potency means the concentration at half of the fitted maximal effect; on the % scale 0 is the no-effect control and ±100 the full control effect; nearly all actives have a fitted effect of over 75% in size; some results filed as inactive show a strong effect at the top dose
Target sequence (P49798 whole entry, looked up): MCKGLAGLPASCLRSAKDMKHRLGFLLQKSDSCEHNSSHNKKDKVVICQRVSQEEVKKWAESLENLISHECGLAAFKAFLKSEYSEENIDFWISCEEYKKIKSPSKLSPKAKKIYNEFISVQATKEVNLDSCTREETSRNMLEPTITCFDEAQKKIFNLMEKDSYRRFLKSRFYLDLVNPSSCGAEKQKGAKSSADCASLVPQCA
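MLSMR compounds (23 nl, pin-transferred) preincubated 10 min at room temperature with a 500nM (2x) first reagent, then RGS4 at 900nM (2x) plus Transcreener GDP mix added; fluorescence polarization (620/688 nm) read before and after 90 min at 30 °C.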
POLK inh = inhibitors of human DNA polymerase kappa; AID 588579; Potency, µM (titrated, usually from 107 µM), for the others: at the highest dose activity, negative = inhibition, usual class: inhibitors; Q9UBT6; purified Pol kappa, fluorescent DNA synthesis assay, 10 min; 0.53% of 400,000 active; further: potency means the concentration at half of the fitted maximal effect; on the % scale 0 is the no-effect control and ±100 the full control effect
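Readout: fluorescence, taken kinetically at 0 and 10 min. Conditions: 10 nM Pol kappa, 15 min RT compound preincubation, 50 nM substrate final. Controls: enzyme-free buffer wells.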
APEX1 inh = APE1 (human) endonuclease inhibition; recombinant APE1, TAMRA/BHQ-2 abasic DNA cleavage fluorescence; 0.35% of 350,000 active; Potency, µM (titrated, usually from 65.8 µM), inactives show at the highest dose activity change, negative = inhibition, most hits filed as inhibitors; P27695; AID 2517;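 further: potency means the concentration at half of the fitted maximal effect; plate controls were vehicle for no effect and reference inhibitor for full effect; nearly all actives have a fitted effect of over 55% in size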
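Activity was derived from the fluorescence gain between first and third kinetic reads (60 s intervals, ex 525/em 598 nm) after 50 nM THF-abasic TAMRA/BHQ-2 duplex was added to 0.75 nM APE1 preincubated 15 min with compound.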
Pol beta inh = inhibitors of human DNA polymerase beta; P06746; Pol beta primer extension/strand displacement, fluorescence kinetic; Potency, µM (series often up to 114 µM), inactives show top-dose activity change, negative = inhibition, hits mostly inhibitors; 1.3% of 340,000 active; further: potency means the concentration at half of the fitted maximal effect; on the % scale 0 is the no-effect control and ±100 the full control effect
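Pol beta (10 nM) and compounds were preincubated 15 min at room temperature, then 50 nM substrate (final) started primer extension/strand displacement. Reads were taken at 0 and 10 min; concentration-response data were fitted to a four-parameter Hill equation.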
* hit, by the source's call; ? = inconclusive; · = not tested or not shown; & = joins results of further samples; [ ] = remark or other dose. Unless noted, the call rests on the fitted dose curve; in most records, active means well fitted curve in the direction sought with a large enough effect; inconclusive means small, poorly fitted or top-dose-only effect, or another doubt; inactive means no such curve, though single readings can be large; an effect the other way counts as inactive or inconclusive. An excerpt; the hit share may differ from the screen's.

cpd	canonical_smiles	ALOX12 inh	Pol eta inh	ERG-DNA inh	LDHA inh	Anesthetic bind	RGS4 inhibitor	POLK inh	APEX1 inh	Pol beta inh
1	COc1ccc(Nc2nc(N)nc(CSc3nccc(C)n3)n2)cc1	·	-14%	-2%	5	3%	-35%	2%	0%	-8%
2	Cc1ccc2nc(-c3ccc(NC(=O)COCC(=O)O)cc3)sc2c1	358%[activator]	8%	4%	-4	-4%	-22%	-18%	-6%	-27%
3	CCN(CC)C(=O)Cn1ncc2c([nH]c3ccc(C)cc32)c1=O	-14%	-14%	0%	-8	-7%	-14%	0%	·	5%
4	Cc1ccc(S(=O)(=O)N2CCCC(C(=O)NC3=NCCS3)C2)cc1 (centres undefined)	?	7%	-10%	-7	-8%	-1%	5%	-2%	-1%
5	O=S(=O)(c1cccc2cccnc12)N(CCO)CCO	-3%	-13%	-11%	-3	-7%	5%	7%	14%	42%
6	O=C(NCc1ccc(Cl)cc1)C1CCCN(c2cnccn2)C1 (centres undefined)	2%	-3%	18%	-3	3%	-4%	2%	17%	29%
7	C/C=C\C=C/C(=O)Nc1cccc(C2=NOC3(C2)C[C@@H](C(N)=O)N(C(=O)C2(C)CC2)C3)c1 (some centres undefined)	1%	?	-5%	-4	-3%	?	-13%	-1%	29%
8	O=S1(=O)CC/C(=N/Nc2ccccn2)c2cc(F)ccc21	13%	-13%	-1%	-2	4%	6%	1%	14%	3%
9	COc1ccc(-n2ccnc(NCCc3ccc(Cl)cc3)c2=O)cc1OC	-11%	-19%	9%	0	-8%	-13%	3%	·	-12%
10	CC(NC(=O)c1ccc(C(F)(F)F)cc1)C(c1ccccc1)N1CCOCC1 (centres undefined)	-12%	0%	21%	-6	-9%	3%	-5%	-1%	21%

Copied from the list:
no. 4 – POLK inh = 5%
no. 8 – ERG-DNA inh = -1%

Other compounds follow.
cpd	canonical_smiles	ALOX12 inh	Pol eta inh	ERG-DNA inh	LDHA inh	Anesthetic bind	RGS4 inhibitor	POLK inh	APEX1 inh	Pol beta inh
11	Cc1nc(S(=O)(=O)c2ccc(Cl)cc2Cl)nc2c1CCC2	4%	-6%	-8%	-9	-22%	16%	-8%	-3%	0%
12	O=C(NC1CCC(O)CC1)c1cccc2cccnc12 (centres undefined)	5%	-7%	12%	-7	-3%	7%	10%	13%	36%
13	Cc1cccc(CC(C)NC(=O)CCc2nnc(-c3ccccc3)o2)n1 (centres undefined)	5%	-10%	7%	0	-2%	-16%	18%	0%	46%
14	Cc1oc2ccc(NS(=O)(=O)c3ccccc3)cc2c1C(=O)Nc1ccccc1	1%	-26%	9%	-8	-21%	-27%	-13%	6%	-1%
15	Cc1cccc(OCc2nnc(N)s2)c1C	8%	-5%	-12%	-3	?	0%	-9%	2%	14%
16	Cc1cccc(NC(=O)CNC(=O)c2cn(Cc3ccccc3)nc2-c2cccnc2)c1C	-5%	2%	-1%	-11	·	12%	-8%	-9%	·
17	CC(NC(=O)c1cccc(S(=O)(=O)N2CCN(C)CC2)c1)C1CC2CCC1C2 (centres undefined)	11%	-21%	-15%	1	?	-11%	4%	2%	-2%
18	CCOc1ccc(Br)cc1S(=O)(=O)NCCN1CCCC1	0%&-22%	-19%	-11%	-2&0	4%	-6%	7%	34%	?
19	COCCC(=O)N1CCCC(CCC(=O)NCc2ccc(F)c(F)c2)C1 (centres undefined)	-8%	1%	0%	-5	-7%	25%	3%	-4%	21%
20	COc1ccc(CCNC(=O)c2ccccc2Cl)cc1OC	2%	-11%	7%	1	-3%	-25%	9%	23%	-3%

Whole records as entered above:
Entry for `CC(NC(=O)c1cccc(S(=O)(=O)N2CCN(C)CC2)c1)C1CC2CCC1C2` (centres undefined) : ALOX12 inh = 11%; Pol eta inh = -21%; ERG-DNA inh = -15%; LDHA inh = 1; Anesthetic bind = ?; RGS4 inhibitor = -11%; POLK inh = 4%; APEX1 inh = 2%; Pol beta inh = -2%
Entry for `Cc1cccc(NC(=O)CNC(=O)c2cn(Cc3ccccc3)nc2-c2cccnc2)c1C` : ALOX12 inh = -5%; Pol eta inh = 2%; ERG-DNA inh = -1%; LDHA inh = -11; Anesthetic bind = ·; RGS4 inhibitor = 12%; POLK inh = -8%; APEX1 inh = -9%; Pol beta inh = ·

(cont.)
cpd	canonical_smiles	ALOX12 inh	Pol eta inh	ERG-DNA inh	LDHA inh	Anesthetic bind	RGS4 inhibitor	POLK inh	APEX1 inh	Pol beta inh
21	Oc1cccc(/C=N/c2c(-c3ccco3)nc3ccccn23)c1	-6%	-14%	·	14	-14%	-15%	-11%	0%	1%
22	COC(=O)c1coc(-c2ccc(OC)cc2)c1C(=O)OC	4%	-17%	-1%	-2	-9%	18%	-13%	18%	10%
23	CN1CCC(N(C)C(=S)NC(=O)C23CC4CC(CC(C4)C2)C3)CC1	-26%	5%	-2%	-2	-17%	10%	-12%	-1%	-1%
24	CC1(C)C2CCC13CS(=O)(=O)N[C@@H]3C2 (some centres undefined)	0%	-12%	-5%	0	?	?	-4%	0%	-6%
25	CC(=O)c1cccc(NC(=O)c2noc3c2CCc2ccccc2-3)c1	-10%	-17%	0%	-4	-6%	15%	-16%	3%	-1%
26	O=C(NC1CCOC1)c1ccc(OC2CCN(CCc3ccccc3)CC2)cc1 (centres undefined)	-3%	2%	3%	-5	-5%	5%	-4%	9%	-4%
27	c1ccc(Cn2nnc3c(NCCN4CCOCC4)ncnc32)cc1	-4%	2%	-1%	-6	-14%	-10%	-14%	5%	0%
28	COc1cccc(NC(=O)Cn2c(=O)n(Cc3ccccc3)c(=O)c3ccccc32)c1	-19%	-8%	1%	-12	-9%	5%	-4%	·	21%
29	C=C(C)Cn1cnc2cc(C)c(C)cc21	1%	0%	-1%	-13	-13%	19%	2%	3%	-18%
30	COc1ccc(N2CCN(CCN3C(=O)c4ccccc4C3=O)CC2)cc1	16%	-21%	3%	-11	7%	16%	8%	52%[activator]	-4%
31	O=C(COc1ccc([N+](=O)[O-])cc1)NCCc1nc2ccccc2[nH]1	0%	-13%	-8%	-2	7%	22%	-13%	0%	18%
32	Cc1nc(SCc2ccc(F)cc2)n[nH]1	4%	2%	0%	-7	4%	16%	-4%	18%	2%
33	C/C(=N\NC(=O)CN1CCN(Cc2ccc(C)cc2)CC1)c1ccncc1	-14%	-7%	14%	-8	-6%	-9%	3%	-2%	1%
34	COc1ccc(C2/C(=C(/O)c3ccc(S(=O)(=O)N4CCOCC4)cc3)C(=O)C(=O)N2CCN2CCOCC2)cc1 (centres undefined)	-23%	-16%	-6%	-8	-16%	-22%	3%	14%	9%
35	CCCCc1n[nH]c2c1/C(=N/OCC)CC(C)(C)C2	3%	-24%	8%	4	2%	-26%	-2%	12%	3%
36	O=C(O)CCCNC(=O)CCn1nnc2ccccc2c1=O	0%	-5%	5%	0	2%	-16%	2%	-3%	7%
37	CCC(=O)Nc1cccc(-n2nnnc2SCC(=O)N(C(C)C)C(C)C)c1	-3%	-11%	-3%	3	-12%	-5%	-5%	14%	48%
38	O=C(CSc1nc2ccccc2c(=O)[nH]1)Nc1ccc(N2CCOCC2)c(Cl)c1	-15%	-8%	5%	-6	67%[activator]	-22%	-1%	8%	-10%
39	CC(C)(C)NCC(O)COc1cccc2[nH]c(=O)[nH]c12 (centres undefined)	12%&-1%	2%[57.1 µM]	-6%	-3	·	13%[56.9 µM]	4%[60.1 µM]	0%&1%	-9%[57.1 µM]
40	CCCCOC(=O)c1ccc(NS(=O)(=O)c2cc(-c3nnnn3CC)ccc2OC)cc1	0%	-19%	2%	-3	-6%	-33%	-7%	11%	18%
41	COc1ccc(NS(=O)(=O)c2cccc(C(=O)NCc3cccnc3)c2)cc1	-3%	-11%	8%	-3	·	8%	-20%	14%	·
42	CCOc1nc(C)ccc1-c1noc(-c2cccnc2)n1	-1%	-8%	2%	0	-5%	-5%	7%	20%	25%
43	CN(C)c1ccc(/C=N/N=C2/SC(CC(=O)O)C(=O)N2c2ccc(O)cc2)cc1 (centres undefined)	10%	-1%	2%	-8	15%	-24%	-10%	-8%	1%
44	CC(=O)Nc1cccc(/C(C)=N/NC(=O)c2ccc3c(c2)OCO3)c1	12%	-13%	4%	-8	-7%	2%	-14%	1%	?
45	O=C(Nc1ccc(S(=O)(=O)N2CCCCC2)cc1)c1cnccn1	12%	-14%	-4%	-2	-17%	-5%[11.4 µM]	0%	0%	-16%
46	O=C(CN1C(=O)CSC1=O)N1CCc2ccccc2C1	-5%	4%	-1%	7	1%	42%	-12%	-2%	-16%
47	Cc1cc(-c2nn(-c3ccccc3F)cc2CN2CCCC(CO)C2)c(C)s1 (centres undefined)	?	-17%	14%	-5	-13%	-30%	7%	12%	24%
48	CCCC1OC2CC3C4CCC5=CC(=O)C=CC5(C)C4C(O)CC3(C)C2(C(=O)CO)O1 (centres undefined)	0%	·	·	·	-12%	·	-14%[60.1 µM]	19%	·
49	CCOC(=O)Cn1cc(/C=N/NC(=O)c2cc3ccccc3o2)c2ccccc21	180%[activator]	-19%	16%	-9	150%[activator]	-20%	-12%	4%	-1%
50	COc1ccc(NC(=S)NCCCN2CCCC2=O)c(OC)c1	-4%	-5%	11%	-2	-3%	-1%	-7%	2%	-7%
51	O=C(/C=C/c1ccc[nH]1)c1ccc(F)cc1	-13%	-9%	-9%	-3	-2%	-6%	7%	-4%	1%

Screening results as filed in PubChem.
